# Screening results (PubChem BioAssay)
# Mcl-1 Bim block: disrupts Bim peptide binding to human Mcl-1; inhibition, % at 10 µM; Bead-based flow cytometry, Bim peptide-Mcl-1 binding; AID 1009; hit rate 0.1% among 190,000; Q07820;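 note: 0% = no compound tracer wells and 100% = peptide blocker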
# Target sequence (Q07820 whole entry, looked up): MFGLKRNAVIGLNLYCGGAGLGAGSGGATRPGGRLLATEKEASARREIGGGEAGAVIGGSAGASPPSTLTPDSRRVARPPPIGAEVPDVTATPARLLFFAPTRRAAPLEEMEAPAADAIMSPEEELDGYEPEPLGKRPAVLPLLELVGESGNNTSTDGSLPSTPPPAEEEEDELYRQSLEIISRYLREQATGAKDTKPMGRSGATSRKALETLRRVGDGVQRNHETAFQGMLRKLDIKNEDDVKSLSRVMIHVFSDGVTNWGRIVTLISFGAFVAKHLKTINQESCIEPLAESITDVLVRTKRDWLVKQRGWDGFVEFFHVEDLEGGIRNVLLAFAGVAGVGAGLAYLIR
# RGS7-Gao: modulates binding of RGS7 to human Galphao; hit rate 0.35% among 220,000; binding response (% of control), % at 10 µM; Multiplexed bead flow cytometry; actives lie on both sides; AID 1439; in the data active = binding response below about 49% or above about 150%; inconclusive = no clear call, values can overlap the other calls; inactive = in between;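 note: fluorescent Galphao held in activated GDP-AlF4 state binding bead-coupled RGS7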
# RGS8-Gao reg: modulates binding of RGS8 to human Galphao. P09471. multiplexed bead flow cytometry; actives lie on both sides. response (percent of control binding), % at 10 µM. hit rate 0.34% among 220,000. AID 1423; in the data active = response below about 60% or above about 140%; inactive = in between;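 note: Galphao activated as the GDP aluminium fluoride complex binding bead-coupled RGS8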
# Bim-Bcl-W: inhibitors of Bim-Bcl-W interaction, human; Q92843; bead-based flow cytometry, Bim peptide-Bcl-W binding; hit rate 0.02% among 190,000; AID 952; inhibition, % at 10 µM;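 note: 0% = bound tracer without compound and 100% = peptide blocker; higher means less fluorescent Bim peptide bound to Bcl-W beads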
# Target sequence (Q92843 whole entry, looked up): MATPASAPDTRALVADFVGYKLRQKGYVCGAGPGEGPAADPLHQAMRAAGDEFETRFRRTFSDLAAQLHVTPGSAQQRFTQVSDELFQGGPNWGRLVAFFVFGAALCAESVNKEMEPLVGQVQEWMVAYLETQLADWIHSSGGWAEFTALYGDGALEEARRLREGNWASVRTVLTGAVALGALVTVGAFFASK
# RGS4-Gao reg: modulates binding of RGS4 to human Galphao; AID 1415; binding response (% of control), % at 10 µM; P09471; hit rate 0.33% among 220,000; Multiplexed bead flow cytometry; actives lie on both sides; in the data active = binding response below about 49% or above about 150%; inactive = in between;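 note: fluorescent Galphao activated with aluminum fluoride binding bead-coupled RGS4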
# Bim-Bfl-1: human Bim-Bfl-1 interaction inhibition; inhibition, % at 10 µM; Bead-based flow cytometry, Bim-Bfl-1 binding inhibition; hit rate 0.12% among 190,000; Q16548; AID 1008;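 note: 0% = wells without compound plus tracer and 100% = blocker peptide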
# Bim-Bcl-XL: human Bim-Bcl-XL interaction inhibition. Bim peptide-Bcl-XL binding, bead flow cytometry, fluorescence. inhibition, % at 10 µM. hit rate 0.04% among 190,000. AID 1007
# Target sequence (Q07817 whole entry, looked up): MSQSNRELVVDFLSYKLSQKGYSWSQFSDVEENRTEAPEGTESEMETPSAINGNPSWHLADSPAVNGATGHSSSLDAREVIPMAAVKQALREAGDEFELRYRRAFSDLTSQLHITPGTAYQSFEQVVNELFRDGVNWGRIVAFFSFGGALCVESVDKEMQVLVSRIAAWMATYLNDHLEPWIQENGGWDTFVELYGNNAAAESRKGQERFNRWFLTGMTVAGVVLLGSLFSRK
# Mcl1-Bid inh: disrupts binding of human Mcl-1 to Bid peptide; Q07820; TR-FRET Mcl-1/Bid-Dy647 peptide binding, 1536-well; inhibition, % at 21.7 µM; hit rate 0.97% among 220,000; AID 1021;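 active = compounds that cut the binding signal by more than half at the single screening dose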;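 note: His-tagged Mcl-1 with europium anti-His antibody binding Bid BH3 peptide; 0% = Mcl-1 plus peptide wells and 100% = peptide-only wells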
# Mcl1-Noxa inh: Mcl-1/Noxa interaction inhibition. Q07820. TR-FRET Mcl-1/Noxa peptide binding, 2 h. inhibition, % at 21.7 µM. hit rate 1.5% among 220,000. AID 1022;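 active = compounds that cut the protein-peptide binding signal by more than 50% relative to plate controls in a single-dose test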;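 note: His-tagged Mcl-1 with rhodamine Noxa BH3 peptide and terbium anti-His antibody; 0% = Mcl-1 plus Noxa peptide wells and 100% = peptide-only wells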
# Bim-Bcl-2: disrupts Bim peptide binding to human Bcl-2; Bead-based flow cytometry, Bim peptide-Bcl-2 binding; P10415; hit rate 0.06% among 190,000; inhibition, % at 10 µM; in the data active = inhibition above about 40%; inconclusive = no clear call, values can overlap the other calls;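 note: 0% = no compound wells with probe peptide and 100% = reference peptide inhibitor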
# Target sequence (P10415 whole entry, looked up): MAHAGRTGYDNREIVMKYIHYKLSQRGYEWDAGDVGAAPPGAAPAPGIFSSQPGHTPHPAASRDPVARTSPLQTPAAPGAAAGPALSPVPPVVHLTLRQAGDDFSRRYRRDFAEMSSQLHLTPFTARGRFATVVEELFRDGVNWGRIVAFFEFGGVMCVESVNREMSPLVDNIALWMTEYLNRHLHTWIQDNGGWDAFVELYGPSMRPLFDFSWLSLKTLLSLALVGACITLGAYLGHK
# Bcl-B Bim block: disrupts Bim peptide binding to human Bcl-B. inhibition, % at 10 µM. hit rate 0.073% among 190,000. bead-based flow cytometry. Q9HD36;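 note: 0% = tracer peptide without compound and 100% = reference inhibitor peptide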
# An asterisk follows results filed as active; ? = inconclusive; . = not tested or not shown. Cut-off read from the data, not from the text of the source, unless noted: active = inhibition above about 40%.
SMILES,Mcl-1 Bim block,RGS7-Gao,RGS8-Gao reg,Bim-Bcl-W,RGS4-Gao reg,Bim-Bfl-1,Bim-Bcl-XL,Mcl1-Bid inh,Mcl1-Noxa inh,Bim-Bcl-2,Bcl-B Bim block
O=C(CN1CCCc2ccccc21)N/N=C/c1ccccc1O,-5.0,96.2,95.6,-1.0,98.5,-7.0,-4.0,-31.2,25.0,-10.0,4.0
Cc1cc(C)c2c(=O)n(CC(=O)NC3CCCC3)sc2n1,.,?,81.0,.,93.1,.,.,-144.9,20.8,.,.
CCOc1ccc(C2C(C#N)=C(N)N(c3sc4c(c3C#N)CCCC4)C3=C2C(=O)CCC3)cc1 (centres undefined),-2.0,103.1,99.0,-2.0,101.0,1.0,-4.0,-8.9,18.1,0.0,2.0
COc1ccc(-n2c(SCC(=O)c3c(N)n(C)c(=O)n(C)c3=O)nc3ccccc32)cc1,-2.0,105.8,102.3,1.0,104.4,-7.0,-4.0,-26.5,10.2,-6.0,-9.0
NC1=NC(=O)/C(=C/c2cn(CCC(=O)O)nc2-c2ccc(F)cc2)S1,-14.0,97.7,95.9,-2.0,96.6,-12.0,-8.0,10.5,54.6*,-9.0,-13.0
CCc1cccc(OCCn2nc(C(=O)O)c3ccccc3c2=O)c1,0.0,99.1,103.7,0.0,101.2,-4.0,-1.0,-23.2,3.1,2.0,-5.0
COc1ccc(Cc2noc(CN3CCN(Cc4cccc(Cl)c4)CC3)n2)cc1OC,-4.0,100.3,99.6,-3.0,102.2,-6.0,-2.0,-19.6,11.4,-1.0,-8.0
CC(=O)c1cc2c(cc1NC(=O)CN1CCOCC1)OCO2,-1.0,97.9,100.2,0.0,100.9,-10.0,-2.0,-13.7,.,-8.0,-7.0
CCn1c(C)c(C(C)=O)cc(C#N)c1=O,0.0,103.3,99.8,-2.0,103.5,-5.0,-4.0,-18.3,11.8,-2.0,-1.0
Cc1cccc(NC(=O)c2ccc(Cl)c(NC(=O)c3ccncc3)c2)c1C,0.0,105.9,108.5,0.0,104.3,-3.0,-1.0,-16.4,5.7,-3.0,-3.0
COc1ccc(C(=O)NCC(=O)OCC(=O)c2ccc3c(c2)NC(=O)CO3)cc1OC,1.0,96.1,97.5,1.0,95.4,4.0,0.0,2.5,-4.0,0.0,2.0
COC(=O)c1sccc1Oc1ccc(F)cc1[N+](=O)[O-],1.0,90.6,92.1,0.0,91.8,-17.0,-6.0,-5.5,4.2,-5.0,-6.0

# The closing five records of the part before open the next one:
SMILES,Mcl-1 Bim block,RGS7-Gao,RGS8-Gao reg,Bim-Bcl-W,RGS4-Gao reg,Bim-Bfl-1,Bim-Bcl-XL,Mcl1-Bid inh,Mcl1-Noxa inh,Bim-Bcl-2,Bcl-B Bim block
CC(=O)c1cc2c(cc1NC(=O)CN1CCOCC1)OCO2,-1.0,97.9,100.2,0.0,100.9,-10.0,-2.0,-13.7,.,-8.0,-7.0
CCn1c(C)c(C(C)=O)cc(C#N)c1=O,0.0,103.3,99.8,-2.0,103.5,-5.0,-4.0,-18.3,11.8,-2.0,-1.0
Cc1cccc(NC(=O)c2ccc(Cl)c(NC(=O)c3ccncc3)c2)c1C,0.0,105.9,108.5,0.0,104.3,-3.0,-1.0,-16.4,5.7,-3.0,-3.0
COc1ccc(C(=O)NCC(=O)OCC(=O)c2ccc3c(c2)NC(=O)CO3)cc1OC,1.0,96.1,97.5,1.0,95.4,4.0,0.0,2.5,-4.0,0.0,2.0
COC(=O)c1sccc1Oc1ccc(F)cc1[N+](=O)[O-],1.0,90.6,92.1,0.0,91.8,-17.0,-6.0,-5.5,4.2,-5.0,-6.0
CC(C)OC(=O)c1cn(-c2ccccc2)nc1-c1ccco1,1.0,90.5,91.1,2.0,92.5,-3.0,2.0,-11.3,18.0,-5.0,-7.0
CCCSc1nnc(CSc2nc3ccccc3s2)n1-c1ccccc1,-3.0,101.9,99.6,-4.0,101.7,-3.0,-5.0,-25.9,8.9,-6.0,0.0
O=C(O)C1=C(C(=O)Nc2cccc(C(F)(F)F)c2)CCCC1,-5.0,97.3,86.0,-3.0,75.9,-4.0,-2.0,9.2,15.0,-2.0,-5.0
Cc1onc(C(N)=O)c1C(=O)Nc1ncc(C(F)(F)F)cc1Cl,3.0,103.4,105.3,1.0,101.2,-2.0,-3.0,-34.0,1.2,0.0,0.0
C=CCn1c2ccccc2n2nc(C)c(=O)nc12,0.0,96.5,102.1,0.0,101.5,0.0,-4.0,-5.2,-4.2,7.0,-2.0
O=c1cc(CCl)nc2scc(-c3ccccc3)n12,.,?,97.9,.,90.2,.,.,-18.4,11.8,.,.
COc1cc(C(=O)NCCN2CCCC2)cc(OC)c1OC,-5.0,103.2,102.4,-4.0,103.8,8.0,-3.0,12.6,-5.8,2.0,-3.0
O=C1C(=O)N(O)C2CCCCC2N1O (centres undefined),-3.0,105.8,101.5,-2.0,102.0,-7.0,-4.0,-54.7,-5.3,-7.0,-7.0
O=C(Nc1ccc(N2CCCCC2)cc1)c1ccc(F)cc1F,.,?,104.7,.,105.9,.,.,-26.0,1.8,.,.
COC(=O)c1ccc(C(=O)OC)c(NC(=O)CSCC(=O)O)c1,.,?,98.7,.,101.2,.,.,-1.5,-9.7,.,.
CC1CCN(C(=O)CSc2nc3c(cnn3-c3ccccc3)c(=O)[nH]2)CC1,0.0,108.3,106.3,-4.0,107.2,-13.0,-4.0,9.3,-14.2,-10.0,-6.0
Cc1ccc(S(=O)(=O)Cn2nnnc2C(C(C)C)N2CCN(c3nc4ccccc4s3)CC2)cc1 (centres undefined),-4.0,105.1,106.7,-5.0,100.6,-1.0,-3.0,-7.5,5.7,7.0,-5.0
COc1ccccc1NS(=O)(=O)c1ccc(NN=C2CCCCC2)c([N+](=O)[O-])c1,-6.0,91.6,94.7,-4.0,89.9,-3.0,-8.0,0.6,-6.8,-2.0,-8.0
O=C(Nc1ccon1)c1ccc(Cl)s1,-11.0,87.7,89.8,-3.0,90.3,-10.0,-7.0,0.5,-2.3,-4.0,-6.0
COc1cccc(C2CC(c3c(F)cccc3Cl)n3nc(N)nc3N2)c1 (centres undefined),-1.0,100.5,103.1,-4.0,106.5,-3.0,-5.0,-17.7,3.1,3.0,-3.0
COc1cc2c(cc1OC)C1(CCCC1)CNC2c1ccc([N+](=O)[O-])cc1 (centres undefined),-2.0,100.3,99.8,-2.0,95.4,-3.0,-2.0,-9.8,21.3,0.0,0.0
CC1=CC=CN2C1=NC(=O)CC2(C)C(=O)N(CC(=O)NC1CCCC1)c1cc(C)cc(C)c1 (centres undefined),0.0,93.0,93.8,-2.0,88.6,-4.0,-1.0,-30.8,-4.9,-5.0,-4.0
Cc1ccc2c(c1)c1ccc3c(c1n2C)C(=O)C=CC3=O,.,?,72.9,.,96.7,.,.,22.8,107.7*,.,.
Cc1cc(NC(=O)CSc2nnc(Cc3ccccc3)n2C)no1,-4.0,102.1,101.8,-5.0,107.3,-3.0,-6.0,-4.3,13.1,5.0,-8.0
CCCC(=O)Nc1ccccc1Sc1ncnc2scc(-c3ccccc3)c12,-4.0,98.3,101.3,-2.0,103.8,-2.0,-5.0,-2.4,8.3,-7.0,-5.0
O=C(c1cnn2c(C(F)(F)F)cc(-c3ccccc3)nc12)N1CCOCC1,5.0,110.1,112.5,5.0,115.1,4.0,3.0,-21.8,-15.4,4.0,4.0
Cc1ccc(-n2c(O)c(C=NC3CCS(=O)(=O)C3)c3ccccc3c2=O)cc1 (centres undefined),-3.0,97.4,100.3,-2.0,99.3,2.0,-4.0,-34.5,2.2,0.0,1.0
CCn1cc(C(=O)N2CCN(c3ccc(OC)cc3)CC2)c(=O)c2cc(S(=O)(=O)N3CCCCC3)ccc21,17.0,102.2,99.6,8.0,101.0,0.0,2.0,-27.8,16.9,5.0,6.0
NC(=O)COC(=O)c1cccc(S(=O)(=O)N2CCCc3ccccc32)c1,-2.0,105.3,106.2,-1.0,107.5,-1.0,-4.0,-2.2,13.5,-3.0,0.0
O=c1nc2ccccc2c2n1CC(CN1CCN(Cc3ccccc3)CC1)N2 (centres undefined),0.0,97.6,100.1,2.0,99.1,-13.0,2.0,-10.8,25.0,-8.0,-4.0
O=C(Nc1ccc(N2CCCC2)c(Cl)c1)c1cccc(-c2cc3ccccc3oc2=O)c1,-6.0,96.7,101.0,-5.0,98.7,-11.0,-8.0,-11.5,29.0,-2.0,-14.0
Cc1cc(OCC(=O)NC2CCN(C)CC2)ccc1[N+](=O)[O-],-3.0,?,96.5,-6.0,98.4,-7.0,-5.0,-22.0,55.3*,-6.0,-8.0
Cc1[nH]c2ccccc2c1C(O)CN1CCN(c2cccc(C(F)(F)F)c2)CC1 (centres undefined),-2.0,101.6,98.5,-4.0,99.0,-2.0,-7.0,-16.9,0.7,-9.0,-10.0
Cc1ccc(S(=O)(=O)Oc2ccccc2/C=N/NC(=O)c2c(Cl)cnn2C)cc1,-1.0,98.1,99.4,-4.0,97.5,-1.0,-5.0,16.6,18.7,-1.0,-7.0
CCOC(=O)c1c(C)n(C)c2ccc(OC)c(NS(=O)(=O)c3ccc(Cl)s3)c12,-3.0,101.1,101.3,-2.0,98.9,-2.0,-6.0,-10.9,12.3,-3.0,-5.0
Oc1ccccc1-c1cc(-c2ccc3c(c2)OCCO3)n[nH]1,-2.0,93.8,96.2,2.0,88.3,-2.0,4.0,31.9,33.5,-4.0,-7.0
O=C(COc1ccccc1Cl)OCC(=O)N1CCN(S(=O)(=O)c2ccccc2)CC1,0.0,102.8,98.8,-1.0,102.0,-15.0,7.0,-2.0,3.9,-6.0,-11.0
CCCn1c(NCc2ccc(N(C)C)cc2)nc2ccccc21,0.0,101.9,103.8,2.0,102.5,-9.0,0.0,-29.2,44.9,-3.0,-4.0
O=c1c(-c2ccc(Cl)cc2)[n+]([O-])c2ccccc2n1O,3.0,103.1,109.8,0.0,108.4,0.0,1.0,20.8,19.0,0.0,0.0
O=C(CCC(=O)N1CCN(S(=O)(=O)c2ccc(Cl)cc2)CC1)NC1CCCc2ccccc21 (centres undefined),-4.0,99.7,104.4,0.0,97.3,0.0,-1.0,-6.6,0.1,-1.0,0.0
C=CCN1C2CCCC1CC(NC(=O)Nc1cc(C)cc(C)c1)C2 (centres undefined),-2.0,105.0,103.9,2.0,104.9,-7.0,0.0,-6.2,-22.4,-2.0,-1.0
O=C1C2ON(c3ccccc3)C(c3ccncc3)C2C(=O)N1c1ccccc1 (centres undefined),-1.0,100.8,100.2,0.0,99.5,-3.0,-3.0,-5.3,6.4,-3.0,1.0
CCn1c(SCC(=O)Nc2ccc(Cl)cc2)nnc1C1CC1,-2.0,111.5,103.3,0.0,109.4,0.0,-3.0,5.1,6.3,-1.0,-5.0
CCCc1ccc(-c2ccc(C(=O)O)cc2)nc1,-2.0,96.0,93.8,0.0,98.4,4.0,0.0,-14.8,21.3,3.0,-1.0
CC(C)Cn1c(N)c(C(=O)COC(=O)c2cccc(Cl)c2)c(=O)n(C)c1=O,-2.0,97.7,102.2,-5.0,96.5,-5.0,-2.0,-1.2,6.1,-3.0,-8.0

# Rows are unselected; overall some 2.7% were active at least once.
